# Assay outcomes as filed in PubChem.
# KCNQ2 block – KCNQ2 channel blockers in CHO-K1 cells – cell-based, FluxOR thallium flux, B-score, primary screen (AID 2156); hit rate 1.1% among 310,000; 20 min; hits give low values; B-score at 10 µM;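 active = fluorescence ratio B-score at most minus 3 library SDs, with starting brightness B-score within 2 library SDs, cut at about -5.5 in these data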
# Target sequence (O88943 whole entry, looked up): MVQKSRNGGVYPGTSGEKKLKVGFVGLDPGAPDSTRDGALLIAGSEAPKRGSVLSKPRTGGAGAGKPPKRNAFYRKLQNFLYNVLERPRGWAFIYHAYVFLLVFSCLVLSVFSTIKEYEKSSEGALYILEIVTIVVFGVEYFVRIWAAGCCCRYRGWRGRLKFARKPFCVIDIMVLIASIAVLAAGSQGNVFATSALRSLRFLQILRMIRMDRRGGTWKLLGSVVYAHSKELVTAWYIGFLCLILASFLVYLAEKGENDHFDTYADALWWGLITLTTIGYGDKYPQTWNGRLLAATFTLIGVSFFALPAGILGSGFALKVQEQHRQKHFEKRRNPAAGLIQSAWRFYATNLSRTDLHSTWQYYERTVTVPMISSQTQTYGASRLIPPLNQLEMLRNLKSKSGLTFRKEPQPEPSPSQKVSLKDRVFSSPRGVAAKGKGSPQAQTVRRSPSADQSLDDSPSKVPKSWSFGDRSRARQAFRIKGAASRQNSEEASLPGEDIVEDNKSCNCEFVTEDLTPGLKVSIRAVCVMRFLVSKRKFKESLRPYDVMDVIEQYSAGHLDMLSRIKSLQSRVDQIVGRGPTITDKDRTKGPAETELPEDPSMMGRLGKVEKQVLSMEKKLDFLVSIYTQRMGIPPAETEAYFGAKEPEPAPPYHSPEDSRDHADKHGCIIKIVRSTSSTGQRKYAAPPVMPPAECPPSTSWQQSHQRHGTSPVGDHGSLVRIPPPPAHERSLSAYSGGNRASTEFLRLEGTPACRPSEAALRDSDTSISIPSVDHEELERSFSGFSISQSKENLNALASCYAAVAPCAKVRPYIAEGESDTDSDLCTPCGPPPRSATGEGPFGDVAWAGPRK
# Kir21 inh – inhibitors of mouse Kir2.1 inward-rectifier potassium channel | P35561 | HEK293-Kir2.1, FluxOR thallium flux fluorescence; hits give low values | B-score at 10 µM | hit rate 0.85% among 310,000 | AID 1672;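 active = fluorescence ratio B-score at or below minus 3 SD of library scores, with starting-brightness B-score within 2 SD, cut at about -4.2 in these data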;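 note: channel flux triggered by added potassium and thallium sulfate stimulus; B-score of peak minus minimum fluorescence over baseline after thallium stimulus; more negative B-score means stronger Kir2.1 block with less thallium influx; some compounds called inactive have numbers as strong as hits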
# CHT inh – inhibits the human high affinity choline transporter; Q9GZV3; CHT-expressing cells, membrane potential dye, choline response; hits give low values; B-score at 10 µM; hit rate 0.86% among 310,000; AID 488975;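 active = B-score over 3 SD under the library average, and starting fluorescence ratio not unusually high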;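 note: choline stimulus applied at its EC90 after an EC20 pre-addition; B-score computed on integrated fluorescence ratio after choline addition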
# * hit, by the source's call; i = inactive.
SMILES,KCNQ2 block,Kir21 inh,CHT inh
O=C(NN1C(=O)/C(=C/c2cccc(O)c2)SC1=S)c1ccccc1O,-8.27*,-0.59,-5.23*
CCn1c2ccc(OC)cc2c2nc3ccccc3nc21,i,-1.23,i
c1ccc(CCc2nn3c(Cn4nnc5ccccc54)nnc3s2)cc1,i,0.64,i
C=C(Br)Cn1c(CC(C)C)nc2ccccc21,i,-2.13,i
COC(=O)n1c(=O)oc2ccccc21,i,0.38,i
CCSc1sc(CC)cc1C=O,i,1,i
CCOc1ccc(NC(=S)NC23CN4CN(CN(C4)C2)C3)cc1,i,0.56,i
Cc1cc(C)cc(N2C(=O)CC(n3nc(C)cc3C)C2=O)c1 (stereo not given),i,0.35,i
Cc1cc(C)c2c(n1)sc1c(N3CCCCC3)ncnc12,i,0.96,i
O=C(NCc1cccnc1)C(=O)C1C(=O)Nc2ccccc21 (stereo not given),i,-0.94,i
FC(F)(F)c1ccc(N2CCN(c3cc(-c4ccccc4)nc4ncnn34)CC2)nc1,i,1.25,i
COc1ccc(NS(=O)(=O)c2ccc(NC(=O)c3ccc(N(C)S(C)(=O)=O)cc3)cc2)c(OC)c1,i,1.09,i
COc1ccc(CCNC(=O)C(=O)NCC2OCCN2S(=O)(=O)c2cccs2)cc1OC (stereo not given),i,0.37,i
OCCN1CCN(c2ncnc3c2c(-c2ccccc2)cn3-c2ccc(F)cc2)CC1,i,-1.45,i
CC1(C(=O)Nc2cccc(C(F)(F)F)c2)CO1 (stereo not given),i,0.74,i
CSCCC(NC(=O)c1ccco1)C(=O)Nc1ccncc1 (stereo not given),i,-0.54,i
Cc1cccc(Oc2nc(-c3ccncc3)nc3ccccc23)c1,i,0.13,i
CCSc1nnc(CNC(=O)C23CC4CC(CC(C4)C2)C3)n1C1CCCCC1,i,-1.58,i
CC(Nc1nc2ccccc2n2cnnc12)c1ccccc1 (stereo not given),i,-0.08,i
CC(/C=N/NC(=O)c1cc(C2CC2)[nH]n1)=C\c1ccccc1,i,0.87,i
CCOC(=O)c1cnc(SCc2ccccc2)nc1N,i,-1.24,i
S=c1[nH]nc(-c2ccc(Cl)cc2Cl)n1-c1ccccc1,i,1.18,i
Cc1ccc(S(=O)(=O)N2CCOCC2)cc1C(=O)OCC(=O)Nc1ccc2[nH]c(=O)[nH]c2c1,i,0.15,i
COc1ccccc1N1CCN(/N=C/C=C\c2ccco2)CC1,i,-1.06,i
CCOCCCNS(=O)(=O)c1ccccc1,i,-2.39,i

# Next section:
SMILES,KCNQ2 block,Kir21 inh,CHT inh
CCOC(=O)Nc1ccc2c(c1)N(C(=O)CCN1CCN(C)CC1)c1ccccc1S2,i,0.51,i
O=C(NCC1CCCO1)c1cc2ccccc2oc1=O (stereo not given),i,-0.12,i
O=S(=O)(Nc1cccnc1Cl)c1ccc(F)cc1,i,0.06,i
Cc1cccc(NC(=S)NCC(c2cccnc2)N(C)C)c1 (stereo not given),i,0.02,i
COC(=O)c1cc(NC(=O)c2cccnc2)ccc1N1CCOCC1,i,1.79,i
O=C(OCC(=O)C12CC3CC(CC(C3)C1)C2)c1ccccn1,i,0.29,i
COc1ccc(N2CCN(C3CC(=O)NC3=O)CC2)cc1 (stereo not given),i,-0.94,i
O=c1c(Cl)c(NCCCO)cnn1-c1nc2ccccc2[nH]1,i,0.94,i
Cc1ccc(C)c(S(=O)(=O)N2CCCC2CNC(=O)C(=O)NC2CCCC2)c1 (stereo not given),i,0.31,i
O=C(N/N=C/c1ccncc1)C1CC1(c1ccccc1)c1ccccc1 (stereo not given),i,0.09,i
N/C(=N\OS(=O)(=O)c1ccc(Br)cc1)c1ccncc1,i,1.49,i
C/C(=N\Nc1nc2ccccc2s1)c1ccc(Br)s1,i,1.1,i
COc1ccc(-n2nc(C(=O)NCC(=O)Nc3cc(OC)ccc3OC)c3ccccc3c2=O)cc1,i,0.17,i
O=C(NCCc1ccccn1)C1CCCN(S(=O)(=O)Cc2ccccc2)C1 (stereo not given),i,-0.57,i
CCOC(=O)Cc1nnc(NC(=O)CSc2ccccc2)s1,i,2.18,i
Cc1cc(C)n(-c2cc(C)c(C)cc2Br)n1,i,-0.46,i
O=C(O)C1CN(c2nc(Cl)ccc2[N+](=O)[O-])C1,i,-1.09,i
O=C(CC(C(=O)O)C1CCCO1)NCc1ccccc1 (stereo not given),i,-0.66,i
O=Cc1cc2cc3c(cc2nc1Cl)OCCO3,i,-1.06,i
Cc1c(C)c2ccc(OC(C)C(=O)N3CC[C@@]4(O)CCCC[C@H]4C3)cc2oc1=O (stereo not given in full),i,-1.33,i
CCOc1ccccc1NC(=O)CNC(=O)N1CC(=O)Nc2ccccc21,i,1.14,i
COc1ccc(OC)c(-c2csc(NC(=O)Cc3ccc(OC)c(OC)c3)n2)c1,i,0.69,i
CCOc1ccc(C(c2nnnn2C(C)(C)C)N2CCN(C(=O)c3ccco3)CC2)cc1 (stereo not given),i,-0.14,i
Cc1ccsc1C1Nc2ccccc2-c2nc3ccccc3n21 (stereo not given),i,-0.26,i
O=C(CSc1nnc(CNC(=O)c2cccs2)o1)Nc1ccc(Br)cc1,i,-0.13,i

# (listing goes on)
SMILES,KCNQ2 block,Kir21 inh,CHT inh
Cc1nn(C)c(C)c1/C=C/C(=O)c1cccs1,i,2.1,i
CC(c1ccc(F)cc1)n1c(Cn2ncc3ccccc3c2=O)n[nH]c1=S (stereo not given),i,-0.63,i
c1ccc(-c2nnc(CN3CCN(C(c4ccccc4)c4ccccc4)CC3)o2)cc1,i,0.15,i
C=CCn1c(NCc2ccco2)nc2ccccc21,i,-0.32,i
CC(=O)Nc1ccc(-c2nc3c(C)cccc3[nH]2)cc1,i,-0.08,i
COC(=O)c1cc(OC)c(OC)cc1NC(=S)Nc1cccc(Cl)c1,i,-0.03,i
O=c1cc(N2CCN(c3ccccc3)CC2)[nH]c(=O)n1Cc1ccc(F)cc1,i,1.04,i
Cn1c(=O)c(=O)n(C)c2cc([N+](=O)[O-])c([N+](=O)[O-])cc21,i,1.34,i
Cc1nnc(SC(C)C(=O)Nc2ccc(Cl)cn2)n1Cc1ccccc1 (stereo not given),-6.15*,-0.43,i
CCOC(=O)Cc1csc(NC(=O)CSc2nnc(-c3ccc(OC)cc3)n2C)n1,i,0.35,i
CCc1nccn1CCC(=O)N1CCCC(N2CCN(c3ccccc3C)CC2)C1 (stereo not given),i,1.32,i
Cc1ccc(C(=O)N2CCN(C)CC2)cc1[N+](=O)[O-],i,0.68,i
N/C(=N\OC(=O)Nc1cccc(C(F)(F)F)c1)c1ccno1,i,-0.72,i
O=C1C2ON(c3ccccc3)C(c3ccccc3F)C2C(=O)N1c1ccccc1 (stereo not given),i,-0.1,i
COc1ccc(OC)c(NC(=O)CNC(=O)c2cccs2)c1,i,0.3,i
O=C(N/N=C\c1cccs1)c1ccccc1-n1cccc1,i,1.72,-5.34*
O=C(O)/C=C\c1cccc(-n2cnnn2)c1,i,0.83,i
COc1ccc(C(=O)N2CCN(Cc3ccccc3C(F)(F)F)CC2)cc1,i,-2.15,i
CCSc1ncc(Cl)c(C(=O)Nc2ccc(S(=O)(=O)Nc3onc(C)c3C)cc2)n1,i,2.55,i
Cc1nc(C)c(-c2csc(Nc3ccc(F)cc3)n2)s1,i,-0.07,i
Cc1cc(NC(=O)c2sc(Nc3ccc(F)c(Cl)c3)nc2N)no1,i,-0.29,i
CCOc1cc(/C=N/NC(=O)c2cccnc2)cc(Br)c1OCC(N)=O,i,-2.64,i
O=C(O)CSc1nnc(COc2cccc3ccccc23)n1Cc1ccccc1,i,0.18,i
COC(=O)NCCOc1cc(C)ccc1C,i,-0.57,i
COc1ccc(/C=C(/NC(=O)c2ccccc2)C(=O)Nc2cccc(C(=O)O)c2)cc1,i,-1.42,i

# Grouped by structure: the entries above with bromine (6)
SMILES,KCNQ2 block,Kir21 inh,CHT inh
C=C(Br)Cn1c(CC(C)C)nc2ccccc21,i,-2.13,i
N/C(=N\OS(=O)(=O)c1ccc(Br)cc1)c1ccncc1,i,1.49,i
C/C(=N\Nc1nc2ccccc2s1)c1ccc(Br)s1,i,1.1,i
Cc1cc(C)n(-c2cc(C)c(C)cc2Br)n1,i,-0.46,i
O=C(CSc1nnc(CNC(=O)c2cccs2)o1)Nc1ccc(Br)cc1,i,-0.13,i
CCOc1cc(/C=N/NC(=O)c2cccnc2)cc(Br)c1OCC(N)=O,i,-2.64,i

# A different layout for some results above:
mol: C=CCn1c(NCc2ccco2)nc2ccccc21
- KCNQ2 block: i
- Kir21 inh: -0.32
- CHT inh: i

mol: CC(=O)Nc1ccc(-c2nc3c(C)cccc3[nH]2)cc1
- KCNQ2 block: i
- Kir21 inh: -0.08
- CHT inh: i

mol: COC(=O)c1cc(OC)c(OC)cc1NC(=S)Nc1cccc(Cl)c1
- KCNQ2 block: i
- Kir21 inh: -0.03
- CHT inh: i

mol: O=c1cc(N2CCN(c3ccccc3)CC2)[nH]c(=O)n1Cc1ccc(F)cc1
- KCNQ2 block: i
- Kir21 inh: 1.04
- CHT inh: i

# The list continues:
SMILES,KCNQ2 block,Kir21 inh,CHT inh
O=C(O)c1ccc(/C=N/NC(=S)NC2CCCCC2)cc1,i,0.89,i
O=C(Oc1cc(=O)oc2ccccc12)c1ccco1,i,1.59,i
O=C(C1=C[C@H](c2ccccc2)C[C@H](OCc2ccc(CO)cc2)O1)N1CCOCC1,i,-1.51,i
COc1ccc(CCNC(=O)c2cccs2)cc1OC,i,0.03,i
O=C(COC(=O)c1ccncc1)c1ccccc1,i,-0.24,i
CCOC(=O)N1CCN(C(=O)C2CCN(S(=O)(=O)c3ccc(C)cc3)CC2)CC1,i,0.54,i
COC(=O)C1CCN(Cc2c(C(=O)N3C[C@@H](C)O[C@@H](C)C3)nc3ccc(Cl)cn23)CC1,i,0.8,i
COc1ccc(N(CC(=O)Nc2ccccc2OC)S(=O)(=O)c2ccc(NC(C)=O)cc2)cc1,i,0.85,i
COCCn1c(C)cc(C(=O)COc2ncnc3ccc(Br)cc23)c1C,i,-0.45,i
CS(=O)(=O)c1ccc(NC(=O)c2ccc3c(c2)S(=O)(=O)N=C2CCCCCN23)cc1,i,-0.35,i
O=C(CN1CCN(C(=O)c2ccco2)CC1)NCc1ccc(Cl)cc1,i,-0.16,i
Cc1ccc(S(=O)(=O)N/N=C/c2ccccc2O)cc1,i,1.08,i
CC(C)CC1Nc2ccc(C(=O)NCCCN3CCCCC3C)cc2NC1=O (stereo not given),i,-0.33,i
Cc1ccc(NC(=O)COC(=O)CNC(=O)c2ccc(Br)cc2)c(C)c1,i,-0.42,i
CCOC(=O)C1=C(c2ccccc2)Nc2ncnn2C1c1cccc(O)c1 (stereo not given),i,0.09,i
CC(=O)C1=C(C)NC2(O)c3ccccc3C(=O)C12O (stereo not given),i,0.01,i
CC(C)c1c(O)nc(SCc2ccc(F)cc2)[nH]c1=O,i,1.32,i
CCOc1ccc(S(=O)(=O)N2CCCC(C(=O)NCc3cccnc3)C2)cc1Cl (stereo not given),i,-0.08,i
N#Cc1c(/N=C/C=C/c2ccccc2)sc2c1CCCC2,i,0.09,i
Cc1cccc(-c2nnc(-c3ccc(N)cc3)o2)c1,i,-3.08,i
CC(C)n1c(NCCc2ccccc2)nc2c1c(=O)n(C)c(=O)n2C,i,-0.69,i
COC(=O)c1noc(-c2ccc(C)cc2)n1,i,0.35,i
Cc1cc(C(=O)Nc2cc(C)on2)on1,i,-0.18,i
CCc1nc2ccccc2n1CC(=O)N1CCN(Cc2ccccc2)CC1,i,0,i
CCn1c(CNc2ccc(C)cc2)nnc1SCC(N)=O,i,-0.31,i

# Next section
SMILES,KCNQ2 block,Kir21 inh,CHT inh
CN(C)CCNC(=O)c1c(CSc2ccc(Cl)cc2)noc1C(=O)NCc1ccccc1,i,1.28,i
CN(C)c1ccc(C(C(=O)NCc2ccccc2)N(Cc2ccco2)C(=O)c2snc(C(N)=O)c2N)cc1 (stereo not given),i,1.63,i
O=C(COC(=O)CSc1ccc2ccccc2c1)NC1CC1,i,-0.62,i
COc1cc(/C=C/C(=O)O)cc(S(=O)(=O)Nc2ccccc2Cl)c1OC,i,-0.78,i
CC(C)c1cc(NC(=O)c2ccccc2)cc(C(C)C)c1O,i,-2.59,i
CC(=O)Nc1ccc(OC(=O)c2cc3cc(Br)cc(Br)c3oc2=O)cc1,i,0.45,i
CC(C)N1CCN(C(=O)c2ccc([N+](=O)[O-])cc2)CC1,i,1.03,i
CCCCc1ccc(Nc2ncnc3nc[nH]c23)cc1,i,1.24,i
COc1ccc(C(=O)NCC(=O)OCc2cccc(Br)c2)cc1,i,0.08,i
COc1ccc(/C=C2\SC(=S)N(CCC(=O)Nc3cccc(O)c3)C2=O)cc1OC,i,-0.5,i
CNC(=O)C1(C(F)(F)F)C/C(=C\CCO)CCCO1 (stereo not given),i,-0.44,i
CCCn1c(C(C)NS(=O)(=O)c2ccccc2)n[nH]c1=S (stereo not given),i,-0.92,i
C=C1C(=O)C=C[C@]2(C)C[C@@H]3OC(=O)[C@](C)(O)[C@H]3C[C@@H]12,i,0.32,i
Cc1c(NC2=CC(=O)CCC2)c(=O)n(-c2ccccc2)n1C,i,0.03,i
O=C(CNC(=O)c1ccco1)Nc1ccc(OC(F)F)cc1,i,0.86,i
COc1cc(CNCC2CCCO2)ccc1OCC(N)=O (stereo not given),i,-3.37,i
O=C(NCCCn1ccnc1)C1CCN(S(=O)(=O)c2ccc(F)cc2)CC1,i,0.14,i
O=C(NNC(=O)c1cc(Cl)ccc1O)c1ccc(NS(=O)(=O)c2cccs2)cc1,i,0.42,i
Cc1ccc2c(CN3CCCCC3)cc(=O)oc2c1,i,0.57,i
